# Source: PubChem BioAssay (Sanford-Burnham Center for Chemical Genomics)
# HIV peptide binding: inhibitors of HIV fusion peptide binding, primary screen, biochemical, uHTS, fluorescence dequenching (AID 1986). 0.3% of 290,000 active. cell-free peptide binding, fluorescence dequenching, 30 min; higher % means a stronger effect. one-dose inhibition, % at 20 µM; IC50 in µM for titrated hits; in the data active = inhibition mostly above about 52%, no sharp cut-off; inactive = mostly below about 76%; also: some results filed as inactive read as strong as hits
# AID2073: inhibitors of Mint1-CaV2.2 protein interaction, biochemical, HTRF (AID 2073). Voltage-dependent N-type calcium channel subunit alpha-1B (Homo sapiens). HTRF protein-protein interaction, Mint1-CaV2.2; higher % means a stronger effect. one-dose inhibition, % at 20 µM; IC50 in µM for titrated hits. 0.19% of 290,000 active; in the data active = inhibition mostly above about 51%, no sharp cut-off; also: some results filed as inactive read as strong as hits
# * marks the source's active call; other numbers are inactive results. These rows are one share of the data (hit frequency here may not be typical).
SMILES,HIV peptide binding,AID2073
CS(=O)(=O)c1ccc2nc(NC(=O)CN3C(=O)NC4(CCCC4)C3=O)sc2c1,0.4%,5.1%
COc1ccc(-n2nc(C(=O)NCC(=O)N3CCN(Cc4ccccc4)CC3)c3ccccc3c2=O)cc1OC,-1.3%,6.3%
COc1ccccc1CNC(=O)C1CCCN(S(=O)(=O)c2ccc3c(c2)CC(C)N3C(C)=O)C1 (centres undefined),2.1%,-6.4%
Cc1ccc(S(=O)(=O)N2CCN(Cc3ccco3)CC2)cc1C,0.4%,10.8%
CCN(C(=O)c1ccc2c(=O)n3c(nc2c1)CCCCC3)c1ccccc1C,-0.7%,3.0%
Cc1nc(-c2cc(-c3ccc(Cl)cc3)no2)cs1,-0.5%,12.7%
Cc1cccc(/C=N/NC(=O)c2ccc(NC(=O)c3ccc(F)cc3)cc2)n1,0.0%,-0.6%
CSc1ccccc1OCc1cc(C(=O)NCc2cnc(C)cn2)no1,1.3%,5.6%
Nc1c(C=C2C=CC(=O)C=C2)c(=O)nc2sc(CC(=O)N3CCCCC3)nn12,6.9%,11.4%
COc1ccc(-c2nc3cc(C)ccn3c2NC(=O)c2c(F)cccc2Cl)cc1,1.1%,-6.4%
CCOC(=O)N1CCC(NC(=O)c2ccc3c(c2)N=C(CC)c2cc(C)ccc2S3)CC1,2.3%,7.1%
CC1CCC(NC(=O)c2nn(C)c3c2CSc2ccccc2-3)CC1 (centres undefined),1.0%,-3.3%
COc1ccc(N2CCN(C(=O)c3cc(-c4cc(OC)ccc4OC)nc4ccccc34)CC2)cc1,1.2%,3.8%
COc1ccc(CCNC(=O)COc2cc(C)cc3oc(=O)cc(C)c23)cc1OC,-0.1%,6.8%
O=C(Nc1nnc(S(=O)(=O)N2CCCC2)s1)c1ccccc1Br,5.3%,11.6%
O=C(COc1ccc(S(=O)(=O)N2CCOCC2)cc1Cl)NCc1ccco1,-0.2%,2.7%
O=C(Nc1ccccc1Br)c1cc[n+]([O-])cc1,-2.0%,0.4%
CC(=O)N1CCCc2cc(S(=O)(=O)CCC(=O)Nc3cccc(C)c3C)ccc21,0.1%,-1.4%
CCN1C(=O)[C@H]2[C@@H](c3ccc(C)cc3)N3C(=O)N(c4ccccc4)C(=O)[C@@]3(C)[C@H]2C1=O,-0.8%,-0.9%
COc1cc(NC(=O)c2cc(OC)c(OC)c(OC)c2)cc(-n2cnnn2)c1,3.9%,11.3%

# Laid out differently: results already given.
O=C(Nc1ccccc1Br)c1cc[n+]([O-])cc1
  HIV peptide binding: -2.0%; AID2073: 0.4%

CC(=O)N1CCCc2cc(S(=O)(=O)CCC(=O)Nc3cccc(C)c3C)ccc21
  HIV peptide binding: 0.1%; AID2073: -1.4%

CCN1C(=O)[C@H]2[C@@H](c3ccc(C)cc3)N3C(=O)N(c4ccccc4)C(=O)[C@@]3(C)[C@H]2C1=O
  HIV peptide binding: -0.8%; AID2073: -0.9%

COc1cc(NC(=O)c2cc(OC)c(OC)c(OC)c2)cc(-n2cnnn2)c1
  HIV peptide binding: 3.9%; AID2073: 11.3%

# Following part
SMILES,HIV peptide binding,AID2073
CC(C)c1ccc(/C=N/NC(=O)CCNC(=O)c2ccccc2)cc1,-1.3%,9.9%
Cc1cccc(NC(=O)CNC(=O)c2ccccc2Cl)n1,-0.1%,-6.2%
O=C(CNC(=O)c1ccc(Cl)cc1Cl)OCC(=O)N1CCN(c2ccccc2)CC1,0.8%,0.0%
CCN(C(=O)c1ccco1)c1nc(-c2ccc(OC)cc2)cs1,1.6%,2.3%
O=C(N/C(=C\c1ccc([N+](=O)[O-])cc1)C(=O)N1CCCCC1)c1ccco1,-0.5%,0.6%
CCOC(=O)N1CCN(CC(O)COc2cc(C)cc(C)c2)CC1 (centres undefined),-0.9%,-3.9%
Cc1cccc(C(C(=O)NC2CCCC2)N(Cc2cccnc2)C(=O)c2csnn2)c1 (centres undefined),0.3%,10.7%
Cc1ccc(C)c(-c2csc(-c3cccnc3)n2)c1,-1.0%,5.9%
CC(Oc1ccccc1)C(=O)N1CCc2ccccc2C1 (centres undefined),0.7%,4.1%
CCN1CCN(C2CCCCC2NS(=O)(=O)c2ccccc2)CC1 (centres undefined),-1.3%,-1.7%
COc1ccc(-c2cn[nH]c2-c2ccc(OC)cc2)cc1,0.8%,4.4%
COc1ccc(CNC(=O)C2CCC(CNS(=O)(=O)c3ccccc3)CC2)cc1 (centres undefined),-0.6%,-6.4%
COc1ccc(C2(c3ccc(OC)cc3)NC(=O)N(CC(=O)Nc3ccccc3C)C2=O)cc1,0.6%,-5.7%
Cc1ccc(/C=C/C(=O)NCCc2ccccc2)o1,0.8%,25.5%
Cc1cc(C(=O)NCc2csc(-c3ccccc3)n2)no1,0.3%,6.1%
Cc1ccc(S(=O)(=O)N2CCN(C(=O)CC(C)n3cncn3)CC2)cc1 (centres undefined),1.4%,7.0%
N#Cc1ccc(COC(=O)c2ccc3c(c2)OCO3)cc1,2.2%,10.7%
O=C(CNCc1ccc(Cl)cc1)Nc1ccc(C(=O)N2CCCCC2)cc1,0.4%,8.5%
CC(=O)c1cccc(Nc2nc(-c3sc(N)nc3C)cs2)c1,9.7%,21.9%
Cc1ccccc1C(=O)NC(C)C1CC2CCC1C2 (centres undefined),-1.5%,13.2%
COC(=O)c1ccc(C(=O)N2CCCC(N3CCN(c4ccc(F)cc4)CC3)C2)nc1 (centres undefined),0.6%,7.7%
CC1=CCC2C(=O)N(c3cccc(C(=O)NCc4ccccc4)c3)C(=O)C2C1 (centres undefined),1.2%,1.9%
CCc1ccccc1NC(=O)CCc1c(C)nn(-c2ccc(N3CCOCC3)nn2)c1C,-1.6%,14.1%
COc1cc(NC(=O)c2cccc(C)c2)ccc1NC(=O)c1cc2ccccc2o1,2.9%,49.9%
Cc1ccccc1Nc1ccc2nonc2c1[N+](=O)[O-],-1.1%,7.7%
Cc1ccc(NS(=O)(=O)c2c(C)nc3sccn3c2=O)c(C)c1,-0.9%,6.0%
CC(C)CS(=O)(=O)C1=NSC2=NC(=O)/C(=C\c3ccc(OC(=O)c4ccco4)cc3)C(=N)N21,15.6µM*,8.8%
CN(C(=S)Nc1ccc(SC(F)F)cc1)C(c1ccccc1)c1ccccc1,-1.1%,-7.4%
COc1cccc(NC(=O)CSc2nnc(Cc3ccc(OC)c(OC)c3)o2)c1,0.5%,0.5%
CCn1nc(NC(=O)CC(C)C)c2cc3cccc(C)c3nc21,1.3%,24.6%
COCCN(CCOC)C(=O)c1ccc(NS(=O)(=O)c2ccc3c(c2)OCCO3)cc1,0.5%,9.5%
Cc1cc2c(cc3c(=O)n(CC(=O)NCCCN4CC(C)CC(C)C4)ncn32)s1 (centres undefined),1.1%,3.4%
Cn1c(SCc2ccccc2C#N)nc2ccccc2c1=O,0.1%,-8.5%
COc1ccc(C2C(C(C)=O)=C(C)Nc3ncnn32)cc1 (centres undefined),0.3%,-1.8%
COCCn1c(=O)[nH]c2cc(C(=O)N3CCN(c4cccc(Cl)c4)CC3)ccc2c1=O,-0.8%,5.3%
O=C(NCc1ccco1)c1cc(Cl)nc(Cl)c1,-3.0%,4.5%
O=C(c1ccccc1N(Cc1ccccc1)S(=O)(=O)c1ccccc1)N1CCOCC1,0.1%,11.2%
O=C(N/N=C/c1cccnc1)c1cc(C2CC2)nc2ccccc12,-0.1%,27.4%
CCn1cc(CN2CCCC(CO)(Cc3ccc(F)cc3)C2)c2ccccc21 (centres undefined),0.2%,6.1%
COc1cccc(OCc2cc(C(=O)N3CCN(C)C(c4ccccc4)C3)no2)c1 (centres undefined),2.9%,1.2%

# HIV peptide binding: what is marked active above.
SMILES,HIV peptide binding,AID2073
CC(C)CS(=O)(=O)C1=NSC2=NC(=O)/C(=C\c3ccc(OC(=O)c4ccco4)cc3)C(=N)N21,15.6µM*,8.8%

# Following part.
SMILES,HIV peptide binding,AID2073
O=C1C(=O)N(Cc2cccs2)c2ccccc21,-1.2%,3.8%
CCOC(=O)C1CCCN(S(=O)(=O)c2c(C)noc2C)C1 (centres undefined),-0.9%,5.1%
COc1ccc(N(C(=O)CNC(=O)c2cccs2)C(C(=O)NCC2CCCO2)c2ccccc2)c(OC)c1 (centres undefined),0.1%,1.9%
Nc1nc(SCC(=O)Nc2ccc(C(F)(F)F)cc2)[nH]c(=O)c1NC(=O)c1ccc(F)c(F)c1,-0.7%,11.8%
CN(C)c1ccc(N=Nc2cccc(F)c2)cc1,-4.4%,21.7%
Cc1cccnc1NC(=O)CCc1c[nH]c2ccccc12,1.7%,10.2%
CCN(CC)CCNC(=O)CNC(=O)c1nn(-c2ccc(OC)c(OC)c2)c(=O)c2ccccc12,-1.4%,7.5%
COc1ccc(S(=O)(=O)N2CCN(CC3CC=CCC3)CC2)cc1 (centres undefined),-0.6%,-2.8%
COc1ccc(N=NC2C(=O)N(c3ccccc3)N=C2C)cc1 (centres undefined),-4.5%,6.5%
C/C(=N\NC(=O)c1nnn(-c2nonc2N)c1CN(C)c1ccccc1)c1ccc(O)cc1,-0.5%,4.8%
O=C(COc1ccc(S(=O)(=O)Nc2cccc(C(F)(F)F)c2)cc1)N1CCOCC1,-0.8%,3.8%
O=C(Nc1cccc(Cl)c1)Nc1cnccn1,1.4%,2.4%
COc1cc(OC)cc(C(=O)NCc2ccc3c(c2)OCO3)c1,0.4%,2.5%
CN1C(=O)c2ccc(C(=O)NCc3ccco3)cc2C1=O,-0.2%,7.1%
COC(=O)NC1c2ccccc2Oc2ccccc21,0.3%,2.1%
CCN1CCCC1CNC(=O)c1ccc2c(c1)NC(=O)/C(=C\c1ccc(C)cc1)S2 (centres undefined),14.4%,8.3%
O=C(NCCc1c[nH]c2ccccc12)c1ccc(Cl)cc1,-1.0%,4.2%
Cn1c(CN2CCOCC2)nnc1SCC(=O)Nc1cc(Cl)ccc1Cl,-1.2%,9.8%
CN(CCCC(=O)Nc1ccc(OC(F)F)cc1)S(=O)(=O)c1ccc(F)cc1,-1.0%,4.4%
Cc1ccc(S(=O)(=O)NC(=NC(Cc2ccccc2)C(=O)O)c2ccccc2)cc1 (centres undefined),-1.0%,-1.3%
COc1ccc(C2=NS(=O)(=O)N(C)C(C(=O)NCc3ccccn3)=C2)cc1OC,-1.2%,15.8%
O=C(COc1ccccc1)Nc1nc2cc3c(cc2s1)OCO3,1.1%,18.5%
CCCCC[C@H]1CN(Cc2ccc(OC)cc2)C(=O)[C@@H]1CC(=O)NCc1ccccc1,0.2%,10.8%
Cc1ccc(C(=O)CC(=O)c2ccc(C)cc2O)cc1,-0.7%,17.3%
O=C(NC1CCCc2ccccc21)c1ccccc1OC(F)F (centres undefined),1.5%,2.4%
CCn1cc(CN2CCC(n3nccc3NC(=O)C(OC)c3ccccc3)CC2)cn1 (centres undefined),2.2%,7.6%
NC(=NCCc1ccccc1)c1cccc([N+](=O)[O-])c1,-0.4%,7.7%
Cc1ccc(CCNC(=O)C2CCC(=O)N(Cc3cccc(F)c3)C2)cc1 (centres undefined),-0.5%,5.7%
O=C(NCc1cccc(C(F)(F)F)c1)c1ccc2c(c1)OCCO2,-0.9%,-0.9%
CCN(Cc1ccccc1)C(=O)c1ccc(NC(=O)c2ccc(OC)cc2)cc1,3.9%,10.8%
O=C(c1ccc(S(=O)(=O)Nc2cccc(C(F)(F)F)c2)cc1)N1CCOCC1,1.8%,-2.3%
CCN1C(=NCCc2c[nH]c3ccccc23)N[C@@H](c2ccccc2)[C@H](C(=O)OC)[C@H]1C,-0.3%,4.2%
CCOc1ccc(NC(=O)CCCn2nc(C)c3c(C)n(-c4ccccc4)nc3c2=O)cc1,1.1%,7.3%
Cc1ccc(C(=O)N2CCCC(CCC(=O)N3CCN(c4ccccn4)CC3)C2)cn1 (centres undefined),0.1%,-5.7%
N#C/C(=C\c1ccccc1)C(=O)NCc1ccc(F)cc1,0.3%,5.3%
CCN(CC(=O)N1CCCC1)S(=O)(=O)c1ccccc1,0.7%,1.4%
CN(Cc1ccccc1)C(=O)COc1ccccc1Cl,-0.7%,3.8%
CCN1CCC(NCCc2ccc(F)cc2)CC1,0.4%,2.8%
CC(C)CNC(=O)c1cccc2c1-c1ccccc1C2=O,-0.2%,5.0%
CN1CCc2c(sc(N)c2C(=O)c2ccc(Cl)cc2)C1,8.4%,-15.4%

# Single values from above.
# CCn1cc(CN2CCC(n3nccc3NC(=O)C(OC)c3ccccc3)CC2)cn1 (centres undefined) @ AID2073 = 7.6%
# CCCCC[C@H]1CN(Cc2ccc(OC)cc2)C(=O)[C@@H]1CC(=O)NCc1ccccc1 @ AID2073 = 10.8%

# Remaining list, next part
SMILES,HIV peptide binding,AID2073
Cc1ccc(N(CC(=O)NC2CCCC2)C(=O)CNC(=O)c2cccs2)cc1C,1.1%,1.8%
COc1ccccc1/C=C/C(=O)NCC(=O)N/N=C(/C)c1ccc(Cl)cc1,0.4%,-2.0%
CCCCN(Cc1ccco1)S(=O)(=O)c1c[nH]c(C(=O)OC)c1,-1.0%,7.4%
CC(=O)c1ccc(NC(=O)NNS(=O)(=O)c2ccc(F)cc2)cc1,-1.6%,13.3%
Cc1ccc(SC(C)C(=O)NC2CC2)cc1 (centres undefined),0.5%,8.5%
COc1ccc(S(=O)(=O)N/N=C\c2ccc([N+](=O)[O-])o2)c(OC)c1,0.1%,-4.1%
CC1CC(C)CN(S(=O)(=O)N2CCCC(C(=O)NC3CCCCC3C)C2)C1 (centres undefined),-1.7%,4.4%

# Entries of single compounds from above. Order of values: HIV peptide binding | AID2073
# Record of COc1ccccc1/C=C/C(=O)NCC(=O)N/N=C(/C)c1ccc(Cl)cc1 : 0.4% | -2.0%
# Record of Cc1ccc(N(CC(=O)NC2CCCC2)C(=O)CNC(=O)c2cccs2)cc1C : 1.1% | 1.8%
